# PKM2 act – activators of human pyruvate kinase M2. P14618. purified PKM2, Kinase-Glo ATP luminescence, activation; response scale: 0% is enzyme alone, no compound. Potency, µM (series often up to 57.5 µM), for inactives: top-dose activation, hits mostly activators. hit rate 0.34% among 260,000; note: potency is the fitted concentration of half-maximal effect; % is set by controls: 0 for no effect and ±100 for the full control effect; nearly all actives have a fitted effect of over 55% in size
#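 Kinase-Glo luminescence reports ATP generated from ADP (0.1 mM) and PEP (0.5 mM) by purified hPK-M2 after 1 h at room temperature, pH 7.2 imidazole buffer; intermediate enzyme activity allows detecting inhibitors and activators.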
# B2AR arrestin – agonists driving beta-arrestin recruitment to human beta2-adrenergic receptor. AID 492947. P07550. Potency, µM (highest dose often 46.1 µM), for the others: at the top dose activation, actives largely listed as activators. beta-arrestin recruitment to beta2AR, cell-based reporter. hit rate 0.02% among 330,000;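 note: potency is the fitted concentration of half-maximal effect; 0% = DMSO controls and full agonism = EC100 isoproterenol or metaproterenol; nearly all actives have a fitted effect of over 65% in size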
# Menin-MLL TR inh – menin-MLL binding inhibition, Texas Red mutant peptide; Menin + Texas Red MLL mutant peptide, fluorescence polarization; Potency, µM (highest dose often 61.6 µM), for the others: at the top dose FP activity change, negative = inhibition, usual class: inhibitors; hit rate 0.23% among 270,000; AID 1768; active = well fitted inhibition curve with a large enough effect in the polarisation, with a control signal flat, not every such curve was filed as active; inconclusive = small, poorly fitted or top-dose-only effect, or effect the other way, or a change in a side signal; inactive = no such curve, though single readings can be large or run the other way; the % refers to the polarisation; note: potency is the fitted concentration of half-maximal effect; % of control where 0% means no effect; many of its hits are not listed in these tables
# GALK inhibitor – galactokinase (human) inhibition. Purified GALK, Kinase-Glo residual ATP luminescence. Potency, µM (doses to about 57.5 µM), for inactives: top-dose activity change, negative = inhibition, actives largely listed as inhibitors. hit rate 0.007% among 270,000; note: potency is the fitted concentration of half-maximal effect; % is set by controls: 0 for no effect and ±100 for the full control effect
#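 Kinase-Glo Plus luminescence measured ATP left after a 1 h room-temperature reaction. The reaction used 5 nM GALK, 100 uM galactose and 35 uM ATP at pH 8.0 (20 mM HEPES, 5 mM MgCl2, 60 mM NaCl, 1 mM DTT, 0.01% BSA).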
# KCNH2 WT inh – inhibitors of human wildtype KCNH2 potassium channel; U2OS, BacMam KCNH2, thallium flux FluxOr; active compounds read low; activity change, % at 1.84 µM; hit rate 0.37% among 340,000; AID 720551;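 active = maximum activity change below -70%; inconclusive = maximum activity change between -70% and -50%; inactive = maximum activity change above -50%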; note: % is set by controls: 0 for no effect and ±100 for the full control effect
#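 U2OS cells transduced with wild-type KCNH2 virus are loaded with FluxOr dye for 45 min, and thallium flux is measured in kinetic reads before and after stimulation buffer. Rate constants are normalized to DMSO controls.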
# KCNH2 3.1 inh – KCNH2 3.1 (human) potassium channel inhibition; AID 720553; hit rate 0.95% among 340,000; U2OS KCNH2 3.1, thallium flux FluxOr; active compounds read low; activity change, % (tested at about 1.8 µM);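 active = maximum activity change below -70%; inconclusive = maximum activity change from -70% to -50%; inactive = maximum activity change above -50%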;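 note: thallium influx rate constant from kinetic fluorescence after stimulation buffer; % is set by controls: 0 for no effect and ±100 for the full control effect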
#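 Thallium flux via FluxOr fluorescence (Red40 quencher, 45 min loading) in U2OS cells virally expressing the KCNH2 3.1 isoform (1.77 x 10^8 /mL virus, overnight at 37 C). Rate constants from 2-min kinetic reads post-stimulation, normalised to positive and negative controls.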
# Coupling enz – counter-screen for Giardia aldolase inhibitors: coupling enzyme system; coupling enzyme system counterscreen, AmpLite Red fluorescence; activity change, negative = inhibition, % at 58.2 µM, hits read low; hit rate 0.67% among 290,000; in the data active = activity change below about -30%; note: % is set by controls: 0 for no effect and ±100 for the full control effect
#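 Activity here indicates interference with the coupling reaction, not aldolase inhibition. Compounds at 57.5 uM final met coupling enzymes for 10 min at RT; substrate and AmpLite Red detection followed, with a 525/598 nm fluorescence read after 20 min.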
# MLL CXXC-DNA inh – inhibitors of human MLL CXXC domain-DNA interaction | AID 2662 | hit rate 0.037% among 290,000 | Potency, µM (highest dose often 115 µM), for inactives: at the highest dose activity change, negative = inhibition, usual class: inhibitors | MLL-CXXC / FITC-HOXA9 DNA fluorescence polarization | Q03164; active = well fitted inhibition curve with a large enough effect in the polarisation, with a control signal flat, not every such curve was filed as active; inconclusive = small, poorly fitted or top-dose-only effect, or effect the other way, or a change in a side signal; inactive = no such curve, though single readings can be large or run the other way; the % refers to the polarisation; note: potency is the fitted concentration of half-maximal effect
#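 Steps: dispense CXXC domain solution (7 uM) → pin compounds or unlabeled HOX-A9 DNA control → 5 min ambient → add FLSN-HOX-A9 solution (50 nM) → spin → 30 min ambient → fluorescence polarization. Tris pH 7.5/NaCl/DTT/BSA buffer.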
# USP2a block – USP2a (human) protease inhibition; AID 463254; O75604; USP2 core, Ub-CHOP2 coupled fluorogenic reporter, 485/531; hit rate 0.01% among 330,000; Potency, µM (top dose mostly 38.3 µM), inactives show at the highest dose activity change, negative = inhibition, actives largely listed as inhibitors;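 note: potency is the fitted concentration of half-maximal effect; plate controls were DMSO wells for no effect and full inhibition by NEM control for full effect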
#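 Cell-free coupled assay: 10nM USP2 core preincubated 30min RT with compound in Tris-HCl pH 8.0/CaCl2/CHAPS buffer, then 25nM Ub-CHOP2 and 25nM reporter substrate; fluorescence (Ex 485/Em 531) read after 60min RT, normalized to NEM inhibition, concentration-response curves fitted.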
# Giardia kill – kills Giardia lamblia. Giardia lamblia trophozoite viability. activity change, % at 7.66 µM, hits read low. hit rate 0.15% among 340,000. AID 540267; in the data active = activity change below about -80%; inconclusive = between about -30% and that limit;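 note: parasites exposed to compound for two days anaerobically before the ATP read; % is set by controls: 0 for no effect and ±100 for the full control effect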
#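 Compounds were tested on trophozoites seeded at 100 cells/well and held 48 hrs at 37 deg C anaerobically. An ATP-based luminescent kit measured the remaining live cells.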
# TRPV1 ag – agonists of human vanilloid receptor 1 (TRPV1); Q8NER1; activation, % at 8.33 µM; TRPV1-expressing cells, Fluo-8 calcium influx, agonist mode; hit rate 0.19% among 320,000; in the data active = activation above about 80%; inconclusive = between about 30% and that limit; note: 0% is about no effect
#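 Cells expressing TRPV1 were dye-loaded with Fluo-8 and read kinetically: 10 s baseline, 3 min after compound (agonist portion), then 2 min after EC20 capsaicin (allosteric enhancer portion). Calcium-bound dye fluorescence at 480/520 nm.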
# The depositor's hits bear a star; u = inconclusive; x = no result given; [ ] = dose if it differs, or a comment. Unless noted, calls come from the whole dose curve; as a rule, active = well fitted curve in the direction sought with a large enough effect; inconclusive = small, poorly fitted or top-dose-only effect, or another doubt; inactive = no such curve, though single readings can be large; an effect the other way counts as inactive or inconclusive. Not all compounds are listed, so the mix of outcomes need not match the whole.
SMILES,PKM2 act,B2AR arrestin,Menin-MLL TR inh,GALK inhibitor,KCNH2 WT inh,KCNH2 3.1 inh,Coupling enz,MLL CXXC-DNA inh,USP2a block,Giardia kill,TRPV1 ag
Cc1cc2oc(=O)cc(CN3CCN(Cc4ccc5c(c4)OCO5)CC3)c2cc1C,2%,-0.7%,-15%,1%,-1,-6,2,4%,-1%,u,1
Cc1c(-c2ccccc2)oc2nc3c(c(=O)n(C)c(=O)n3C)n12,-2%,4.8%,10%,4%,x,x,3,-7%,3%,x,-1
CCC1CN(C(=O)N2CCC(C(=O)NCc3cccc(F)c3)CC2)c2ccccc2O1 (stereo not given),x,0.5%,x,-1%,-1,-6,x,0%,-4%,22,12
CC(C(=O)Nc1cccc([N+](=O)[O-])c1)N1CCN(C/C=C/c2ccccc2)CC1 (stereo not given),u,-0.8%,-5%,0%,9,-85*,3,-1%,4%,-13,6
Cc1nnc(NC(=O)CCCCCN2C(=O)C3C4C=CC(C4)C3C2=O)s1 (stereo not given),-1%,-0.4%,-12%,0%,4,-5,2,-1%,2%,u,-2
O=C(c1ccc(Br)o1)N1CCN(c2ccc3nnc(-c4ccccc4)n3n2)CC1,5%,-1.8%,-13%,-4%,-1,6,3,4%,1%,11,3
CN(C)C(CNS(=O)(=O)c1ccc(Cl)cc1)c1cccnc1 (stereo not given),2%,-0.4%,0%,1%,15,-7,2,-5%,3%,3,0
CCCn1c(=S)[nH]c2cc(Cl)ccc21,8%,-0.1%,x,7%,1,14,0,-12%,0%,-3,0
Cc1ccsc1C(=O)NNC(=O)C1CCCCC1C(=O)O (stereo not given),5%,-0.4%,11%,0%,1,41,0,5%,1%,3,9
O=[N+]([O-])c1ccccc1/C=C/CN1CCN(Cc2ccc3c(c2)OCO3)CC1,4%,-0.5%,-9%,-1%,-14,-24,-3,-12%,-9%,58[activator],-1
COc1ccc(-c2nnn(CC#N)n2)cc1OC,1%,0.1%,-2%,-1%,2,-5,-2,-6%,-1%,9,-1
Cc1cccc(NC(=O)C2Cc3ccccc3CN2C(=O)OCc2ccccc2)c1C (stereo not given),7%,0.2%,-13%,0%,-1,9,-1,2%,-2%,-11,9
COc1ccc([N+](=O)[O-])cc1NC(=O)COC(C)=O,-5%,-0.3%,-5%,-2%,-25,-123*,4,-4%,2%,15,-2
Cc1ccc(Cc2nc(-c3cccc(C)c3)no2)cc1,2%,-0.3%,-5%,1%,4,7,2,-5%,3%,3,7
CC(C)Oc1ccccc1-c1cc(C(=O)N/N=C/c2cccnc2)c2ccccc2n1,x,0.0%,x,0%,2,x,x,5%,0%,-18,15
CCN(CCn1cccn1)C(=O)c1cc(COc2cc(C)ccc2C)on1,-1%,-0.2%,x,-3%,-6,2,x,-1%,-6%,15,30
COc1ccc(C(=O)/C=C/c2ccc(OC)c(COc3ccccc3F)c2)cc1,-11%,-1.0%,18%,-1%,-7,-25,-2,-6%,3%,16,28
COCCNC(=S)N/N=C(\C)c1ccc(-n2ccnc2)cc1,0%,0.2%,-8%,-4%,16,-1,0,-17%,2%,-9,0
N#CC(=NCc1cccnc1)C1=C(O)c2ccccc2C1=O,-5%,0.2%,x,1%,2,11,1,-6%,-4%,5,1
Cc1onc(-c2ccccc2)c1C(=O)Nc1sc2c(c1C#N)CCC(C)C2 (stereo not given),-1%,-0.5%,-5%,-1%,6,0,6,5%,-1%,16,22
O=C(NNC(=O)C12CC3CC(CC(C3)C1)C2)c1cnccn1,1%,-0.1%,7%,0%,-16,10,-1,-24%,1%,-1,2
c1ccc(-c2nc(NCCCn3ccnc3)c3ccccc3n2)cc1,1%,0.3%,2%,0%,0,-20,-3,6%,2%,-6,6
CCCCNC(=S)NNC(=O)c1cc(-c2cccnc2)nc2ccccc12,0%,-0.4%,u,-1%,-3,3,2,29%,2%,-5,-2
COC(=O)c1cccc(-n2c(CCC(=O)O)ccc2-c2cccs2)c1,18µM*,0.3%,x,0%,11,34,9,-4%,-5%,-2,x
Clc1ccc(-c2cc(-c3nnc4n3CCCCC4)c3ccccc3n2)cc1,3%,-0.8%,-11%,-2%,2,-7,5,u,-6%,9,0
Cc1cc(C(=O)COC(=O)c2ccc[nH]c2=O)c(C)n1-c1ccc(F)cc1,1%,0.0%,-2%,0%,-4,-6,2,1%,2%,-14,-2
O=C1CNC(=S)N1CCc1ccc(O)c(O)c1,u,-0.3%,x,0%,-5,-1,-11,-9%,-1%,-26,-2
CNc1cc(N2CCCC2)ccc1[N+](=O)[O-],2%,-0.4%,-12%,2%,0,-18,1,u,2%,-2,8
C#CCNC(=O)C1=C[C@H](c2coc3ccccc3c2=O)[C@@H](CCCO)[C@H](OCC)O1,3%,-0.7%,-8%,-2%,-10,-2,1,18%,0%,-14,0
Oc1ccc(-c2csc(-c3ccccc3)n2)cc1O,u,0.0%,u,3%,-24,3,-3,-4%,-2%,0,1
COc1ccc(Cc2nn3c(-c4ccccc4OC)nnc3s2)cc1,11%,-0.6%,-19%,0%,3,-10,4,-6%,1%,2,3
CCCc1cc(=O)oc2c(C)c(OCC(=O)c3ccc(N4CCCC4)cc3)ccc12,0%,-0.7%,-10%,-1%,-1,6,1,9%,0%,-2,-1
COc1ccccc1C(=O)Nc1ccc(C(=O)/C=C/c2cccs2)cc1,9%,-0.1%,25%,1%,65,-83*,-3,15%,0%,5,0
Cc1cccc(C)c1N1CCN(C(=O)N2CCCCC2)CC1,2%,-0.3%,-28%,-2%,-23,-29,3,-3%,-2%,-6,u
COc1ccccc1CN1CC(C(=O)NCc2ccc(SC)cc2)CCC1=O (stereo not given),1%,-0.2%,-12%,0%,1,x,-2,6%,0%,2,2
COc1ccc(-c2cc(C(=O)Nc3cc(Cl)ccc3O)no2)cc1,x,-0.4%,u,-2%,0,-4,1,24%,-2%,-2,0
N#Cc1ccccc1OCc1nnc(-c2ccccc2Br)o1,-3%,-1.2%,13%,10%,3,-3,-6,16%,-4%,0,5
CCn1c(=O)n(CC(=O)NC2CCCC(C)C2C)c(=O)c2ccccc21 (stereo not given),-1%,-0.7%,u,0%,3,1,1,9%,2%,-16,-1
CS(=O)(=O)N(CC(=O)N1CCOCC1)c1cc(C(F)(F)F)ccc1Cl,2%[11.5 µM],0.2%,4%,-2%,-1,57,1,-1%,-2%,13,2
O=C(COC(=O)c1cccc(NS(=O)(=O)c2ccc(F)c(F)c2)c1)NC(=O)NC1CCCCC1,-1%,-0.8%,14%,0%,4,0,0,5%,-9%,12,-3
CCN(CC)c1ccc(/C=C2\NC(=O)NC2=O)cc1,0%,-0.2%,-7%,-2%,-5,8,0,25%,4%,-4,3
Cc1ccc(S(=O)(=O)Nc2nc3ccccc3nc2NCC2CCCO2)cc1C (stereo not given),0%,-0.3%,x,-1%,-7,2,9,0%,1%,-16,5
CN(CC(=O)Nc1ccccc1C(F)(F)F)C(=O)CSc1nnnn1C,-23%,0.2%,3%,11%,-10,7,0,1%,3%,-3,-6
Cc1ccc(NC(=O)CCCCCN2C(=O)[C@@H]3Cc4ccccc4CN3C2=O)c(C)c1,x,0.3%,x,7%,2,23,x,0%,1%,1,6
O=C(N[C@@H](Cc1ccccc1)C(=O)OCc1ccccc1)c1nc[nH]c1C(=O)N1CCc2ccccc2C1,-3%,-0.1%,x,4%,-1,u,1,9%,-2%,-19,2
O=S(=O)(c1cc(Cl)c(Cl)cc1Cl)N1CCN2CCCC2C1 (stereo not given),5%,-0.5%,-14%,5%,-6,12,-1,11%,0%,15,9
COc1ccccc1CN1CCN(Cc2nc(-c3ccccc3)no2)CC1,5%,-0.9%,u,0%,12,1,2,11%,-1%,21,-7
COc1ccc(C(=O)NCCS(=O)(=O)N(C)Cc2ccccc2)cc1,x,0.0%,x,x,6,8,x,x,0%,-11,u
Cc1ccc(S(=O)(=O)N(CC(=O)Nc2ccc(Cl)cc2)C(=O)N2CCN(C)CC2)cc1,x,0.3%,x,x,0,7,x,x,3%,10,-1
CCC(=O)Nc1ccc2c(c1)nc(CCN1CCN(C)CC1)n2C,8%,-0.2%,4%,0%,-14,-3,1,2%,1%,12,1
COc1ccc(S(=O)(=O)N2CCN(C)CC2)cc1NC(=O)c1ccccc1C,1%,-0.3%,3%,16%,2,-29,0,17%,1%,3,0
CC(=O)Nc1ccc(S(=O)(=O)NCc2ccc(C(=O)NC(C)c3ccccc3)cc2)cc1 (stereo not given),5%,0.0%,3%,1%,-2,-13,2,34%[activator],1%,-4,0

# Bioassay records deposited in PubChem BioAssay by National Center for Advancing Translational Sciences (NCATS).
